Screening data (PubChem)
POLB inh = DNA polymerase beta (human) inhibition; P06746; Potency, µM (titrated, usually from 114 µM), for the others: at the highest dose activity change, negative = inhibition, most hits filed as inhibitors; 1.3% of 340,000 active; Pol beta primer extension/strand displacement, fluorescence kinetic; further: on the % scale 0 is the no-effect control and ±100 the full control effect
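Values derive from four-parameter Hill fits of normalized kinetic data: reads at 0 and 10 min following addition of 50 nM substrate to 10 nM Pol beta preincubated 15 min with compound.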
POLK inh = inhibitors of human DNA polymerase kappa; Q9UBT6; purified Pol kappa, fluorescent DNA synthesis assay, 10 min; Potency, µM (top dose mostly 107 µM), for inactives: at the highest dose activity, negative = inhibition, actives largely listed as inhibitors; 0.53% of 400,000 active; further: on the % scale 0 is the no-effect control and ±100 the full control effect
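10 nM Pol kappa was preincubated with compounds for 15 min at room temperature. Reaction started with 50 nM (final) substrate. Fluorescence read kinetically at 0 and 10 min.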
POLH inh = blocks human DNA polymerase eta activity; recombinant Pol eta, fluorescent DNA replication assay; AID 588591; 1.2% of 390,000 active; Potency, µM (titrated, usually from 114 µM), without a hit: at the top dose activity change, negative = inhibition, most hits filed as inhibitors; Q9Y253; further: on the % scale 0 is the no-effect control and ±100 the full control effect
Target sequence (Q9Y253 whole entry, looked up): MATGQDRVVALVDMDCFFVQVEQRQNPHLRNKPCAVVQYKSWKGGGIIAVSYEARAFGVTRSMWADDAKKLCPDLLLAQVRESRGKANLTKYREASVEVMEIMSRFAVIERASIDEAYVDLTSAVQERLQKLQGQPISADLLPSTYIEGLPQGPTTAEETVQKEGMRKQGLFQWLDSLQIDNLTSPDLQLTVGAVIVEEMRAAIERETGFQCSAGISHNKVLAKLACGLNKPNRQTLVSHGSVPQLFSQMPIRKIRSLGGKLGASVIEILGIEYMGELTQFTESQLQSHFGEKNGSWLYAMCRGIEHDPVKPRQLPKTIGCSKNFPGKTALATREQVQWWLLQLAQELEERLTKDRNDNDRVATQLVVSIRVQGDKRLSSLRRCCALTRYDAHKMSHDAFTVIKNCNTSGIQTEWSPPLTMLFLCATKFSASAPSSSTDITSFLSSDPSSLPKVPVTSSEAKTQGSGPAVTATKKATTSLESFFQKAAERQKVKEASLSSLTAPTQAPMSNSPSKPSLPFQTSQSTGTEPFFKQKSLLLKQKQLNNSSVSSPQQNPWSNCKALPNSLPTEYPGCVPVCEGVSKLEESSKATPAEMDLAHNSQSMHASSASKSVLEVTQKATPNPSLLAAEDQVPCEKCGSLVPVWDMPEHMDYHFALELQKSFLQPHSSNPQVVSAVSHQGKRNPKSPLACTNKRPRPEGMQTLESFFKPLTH
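Fluorescent replication assay: 50 nM final substrate added after a 15 min room-temperature compound preincubation with 10 nM enzyme. Signal taken at 0 min and again at 10 min.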
BLM helicase inh = blocks DNA unwinding by human BLM helicase; recombinant BLM DNA unwinding, fluorescence dequenching; 0.2% of 350,000 active; Potency, µM (series often up to 56.1 µM), for inactives: top-dose activity change, negative = inhibition, actives largely listed as inhibitors; P54132; AID 2528;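 further: plate controls were vehicle for no effect and no enzyme for full effect; nearly all actives have a fitted effect of over 35% in size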
Pol iota inh = blocks human DNA polymerase iota activity. 1% of 390,000 active. AID 588590. Pol iota fluorescent replication assay, 10 min. Potency, µM (top dose mostly 115 µM), for inactives: at the top dose activity, negative = inhibition, most hits filed as inhibitors
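Pol iota at 10 nM preincubated 15 min with compounds at room temperature; reaction started with fluorescent substrate, 50 nM final. Fluorescence read kinetically at 0 and 10 min; buffer-only wells as negative control.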
BAZ2B block = BAZ2B (human) inhibition. AID 504333. 4.4% of 360,000 active. Potency, µM (highest dose often 114 µM), for inactives: top-dose activity change, negative = inhibition, most hits filed as inhibitors. Q9UIF8. AlphaScreen BAZ2B-H3K14Ac peptide displacement; further: on the % scale 0 is the no-effect control and ±100 the full control effect; nearly all actives have a fitted effect of over 60% in size
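AlphaScreen luminescence quantifies BAZ2B engagement of H3K14Ac peptide; the protein and biotinylated peptide are both at 50 nM final, buffer PBS pH 7.4 with 0.01% Tween-20, all steps at room temperature.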
Anesthetic bind = candidate novel general anesthetic via apoferritin binding; P02791; apoferritin/1-aminoanthracene competitive binding, fluorescence; Potency, µM (highest dose often 77.5 µM), for inactives: at the top dose activity change, negative = displacement, usual class: inhibitors; 0.074% of 350,000 active; AID 485281; further: on the % scale 0 is the no-effect control and ±100 the full control effect; nearly all actives have a fitted effect of over 20% in size
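Read-out: endpoint 1-AMA fluorescence, excitation 380 nm and emission 535 nm, after compounds sit 10 min at room temperature with 10 uM horse-spleen apoferritin in 50% saturated 1-AMA/PBS. Values come from four-parameter Hill fits.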
APEX1 inh = inhibitors of human APE1 endonuclease; recombinant APE1, TAMRA/BHQ-2 abasic DNA cleavage fluorescence; Potency, µM (top dose mostly 65.8 µM), for inactives: at the highest dose activity change, negative = inhibition, hits mostly inhibitors; 0.35% of 350,000 active; AID 2517;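 further: plate controls were vehicle for no effect and reference inhibitor for full effect; nearly all actives have a fitted effect of over 55% in size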
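Compound pre-exposure to 0.75 nM APE1, 15 min at ambient temperature. Reaction initiated with 50 nM TAMRA/BHQ-2 THF substrate, read immediately in kinetic mode, 525 nm excitation, 598 nm emission.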
G9a block = inhibitors of human histone lysine methyltransferase G9a | Q96KQ7 | G9a H3K9 monomethylation, AlphaScreen, 2 h | Potency, µM (doses to about 102 µM), without a hit: at the highest dose activity, negative = inhibition, usual class: inhibitors | 8.8% of 350,000 active | AID 504332; further: on the % scale 0 is the no-effect control and ±100 the full control effect; nearly all actives have a fitted effect of over 75% in size
Target sequence (Q96KQ7 913-1193 limits assumed): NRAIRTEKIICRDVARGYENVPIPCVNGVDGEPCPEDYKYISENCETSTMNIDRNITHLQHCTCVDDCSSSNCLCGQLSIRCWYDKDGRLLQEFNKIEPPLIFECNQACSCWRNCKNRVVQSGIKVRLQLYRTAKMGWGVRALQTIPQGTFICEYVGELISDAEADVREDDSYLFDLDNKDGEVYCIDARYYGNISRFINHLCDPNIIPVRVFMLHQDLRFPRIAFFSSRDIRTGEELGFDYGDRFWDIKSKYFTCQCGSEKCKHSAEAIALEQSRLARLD
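Quantitative HTS format: methyltransferase activity on a biotin-tagged H3K9 peptide is measured by AlphaScreen, using a rabbit anti-monomethyl-H3K9 antibody with streptavidin donor and anti-IgG acceptor beads. Final levels are 20 nM enzyme, 500 nM peptide, 20 uM SAM; 2 h RT.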
An asterisk follows results filed as active; ? = inconclusive; . = not tested or not shown; & = joins results of further samples; ! = a repeat was not active; [ ] = another dose, or the depositor's remark. The call rests on the fitted dose curve; in most records, active means well fitted curve in the direction sought with a large enough effect; inconclusive means small, poorly fitted or top-dose-only effect, or another doubt; inactive means no such curve, though single readings can be large; an effect the other way counts as inactive or inconclusive. Potency means the concentration at half of the fitted maximal effect.

Each structure is followed by: POLB inh	POLK inh	POLH inh	BLM helicase inh	Pol iota inh	BAZ2B block	Anesthetic bind	APEX1 inh	G9a block
#1 CN1CCC(O)(c2cccs2)C(C(=O)c2cccs2)C1 (configuration not stated)
  6%	-9%	-13%	-7%	156%[activator]	-18%	-10%	23%	25µM*
#2 C[C@]12CCC(=O)C[C@H]1CC[C@@H]1[C@@H]2CC[C@]2(C)C(=O)CC[C@@H]12
  .	-1%	-12%	.	9%	.	.	23%	.
#3 CN1CCN(CC(=O)Nc2ccc(Cl)cc2C(=O)c2ccccc2)CC1
  37%	-11%	-15%	1%	2%	5%	-7%	14%	7%[59 µM]
#4 NCC[C@H](O)C(=O)N[C@H]1C[C@@H](N)[C@@H](O[C@H]2O[C@@H](CN)[C@@H](O)[C@@H](O)[C@@H]2N)[C@@H](O[C@H]2O[C@@H](CO)[C@@H](O)[C@@H]2O)[C@@H]1O
  .	1%[12 µM]	.	6%[21.4 µM]	.	.	13%[29.3 µM]	.	3%[5.15 µM]
#5 COC(=O)C1=C(c2ccccc2OCc2ccccc2)C[C@@H]2CC[C@H]1N2C(=O)NCc1ccc(F)cc1
  .	-13%	?	.	26%	-8%	.	-2%	-5%[2.33 µM]
#6 C[N+]1(CCOS(=O)C23CC4CC(CC(C4)C2)C3)CCOCC1 (configuration not stated)
  1%	-13%	5%	-1%	10%	-1%	-7%	1%	?
#7 O[C@@H]1[C@@H]2O[P@@](O)(=S)OC[C@H]2O[C@H]1n1cnc2cc(Cl)c(Cl)cc21
  .	-12%[12 µM]	.	-13%	.	.	34%[activator]	-11%	.
#8 CC(=O)OC1N=C(c2ccccc2Cl)c2cc(Br)ccc2NC1=O (configuration not stated)
  16%	1%	-11%	-2%	44%[activator]	-6%	3%	15%	.
#9 CC(C)C[C@H](NP(=O)(O)O[C@@H]1O[C@@H](C)[C@H](O)[C@@H](O)[C@H]1O)C(=O)N[C@@H](Cc1c[nH]c2ccccc12)C(=O)O
  .	-9%	-1%	.	1%	37%[activator]	.	-2%	34%[59 µM]
#10 CCOc1cccc(C2NCc3ccccc3-n3cccc32)c1O (configuration not stated)
  0%	-10%	-15%	-1%	0%	?	?	?	?
#11 COc1ccc(C2/C=C\CN(C(=O)Oc3ccccc3)CC(=O)N2Cc2ccc(F)cc2)cc1 (configuration not stated)
  28%	-5%&-8%	-8%	-5%&-7%	-9%&-23%	-3%	18%&-13%	17%&-2%	-2%[12.7 µM]
#12 CCc1ccc(OCCCN=C(C)c2c(O)n(C)c(=O)n(C)c2=O)cc1
  -3%	-8%	-8%	-4%	5%	5%	-2%	-5%	20%[59 µM]
#13 Cc1cc(OCC(=O)NCc2ccc(S(N)(=O)=O)cc2)c2c3c(c(=O)oc2c1)CCC3
  -19%	16%	-2%	0%	-19%	-13%[57.1 µM]	3%	15%	16%
#14 CN(C)CCNC(=S)Nc1ccccc1Cl
  -14%	-16%	-15%	1%	195%[activator]	8%	-13%	11%	-10%[59 µM]
#15 CCCCNC(=O)/C(C#N)=c1\s/c(=C\c2ccccc2OC(F)F)c(=O)n1CCCOC
  34%	-2%	-8%	-15%	32%[activator]	-8%	-6%	1%	24%[59 µM]
#16 CCN(CC)C(=O)c1ccc2c(c1)C1C=CCC1C(C(=O)O)N2 (configuration not stated)
  35µM*	?	4µM*	-14%	13µM*	25µM*	4%	15%	1.6µM*
#17 Cc1nn(Cc2ccc(Cl)cc2Cl)c(Cl)c1C(=O)O
  9%	-10%	-3%	0%	-3%	1%	-15%	0%	0%
#18 CCCCS(=O)(=O)N1CCN(C(=N)N[N+](=O)[O-])CC1
  59%	-5%	6%	1%	9%	.	-3%	-1%	-31%
#19 Cc1cccc(CSc2nc3c(cc2C#N)CN(C)CC3)c1
  -1%	-2%	6%	0%	3%	-1%	-1%	-11%	?
#20 CCOc1ccccc1Oc1coc2cc(OC(=O)c3ccco3)ccc2c1=O
  -1%	1%	-2%	-1%	?	7%	-5%	0%	-10%[59 µM]
#21 O=c1[nH]c(=O)n(Cc2ccccc2)c(O)c1C=NCCCO
  ?	-12%	-6%	-1%	25%	6%	-3%	2%	-31%[59 µM]
#22 Oc1ccc2c3c1O[C@H]1c4[nH]c5ccccc5c4C[C@@]4(O)C(C2)N(CC2CC2)CCC314 (some centres not stated)
  7%[57.1 µM]	-17%[60.1 µM]	-7%[57.1 µM]	.	2%[58.9 µM]	.	-5%	-7%&14%	25%[12.7 µM]
#23 CC(C)CCNC(=O)c1c(N)n(CC2CCCO2)c2nc3ccccc3nc12 (configuration not stated)
  11%	-20%	-12%	?	?	121%[activator]	264%[activator]	?	186%[activator]
#24 O=C(c1ccco1)c1cn(Cc2ccccc2)c2ccccc12
  -11%	-11%	-5%	-14%	?	-23%	?	0%	-22%
#25 C=CCN1C[C@@H](C)N([C@H](c2ccc(C(=O)N(CC)CC)cc2)c2cccc(OC)c2)C[C@@H]1C
  13%[57.1 µM]	-16%[60.1 µM]	-4%[57.1 µM]	.	0%[58.9 µM]	.	.	12%	?
#26 CCCCn1c(N)c(N(CCOC)C(=O)CN2CC=C(c3ccccc3)CC2)c(=O)[nH]c1=O
  11%	-1%	-18%	1%	72%[activator]	2%	-1%	-1%	-5%
#27 Clc1ccc2nc3c(c(-c4ccccc4)c2c1)CNCC3
  5%	1%	-16%	-6%	22%	-10%	8%	3%	-16%[59 µM]
#28 CCOc1ccc(N2C(=O)/C(=C\c3cccs3)C(=O)NC2=S)cc1
  ?	-9%	-15%	-4%	18µM*	-33%	-9%	-6%	7.1µM*
#29 O=c1[nH]c(=O)n(CCC2=CCCCC2)c(O)c1/C=N/N1CCOCC1
  14%	10%	-10%	-4%	-27%	-9%	6%	-1%	.
#30 CP(=O)(Nc1ccccc1)C(Cl)(Cl)Cl (configuration not stated)
  2%	6%	-3%	1%	3%	-18%	-17%	7%	15%
#31 Nc1nc(N)c2nc(CNc3ccc(C(=O)NC(CCC(=O)O)C(=O)O)cc3)cnc2n1 (configuration not stated)
  ?	?	?	-1%	?	-35%	.	-19%&2%&-4%	2.7µM*!
#32 N#Cc1cc2c(nc1SCC(=O)Nc1ccc(Cl)cc1)C1CCN2CC1
  14%	-4%	-3%	-5%	10%	4%	-9%	12%	-2%[59 µM]
#33 O=C(Cn1cc(C=C2C(=O)NC(=O)NC2=O)c2ccccc21)NCC1CCCO1 (configuration not stated)
  -13%	-8%	10%	0%	?	-20%	-2%	13%	-19%
#34 O=C1CN=C(c2ccccc2)c2c(sc3c2CCCC3)N1
  38%	-5%	-5%	-2%	9%	-6%	?	-3%	.
#35 O=c1c2ccccc2nc(/C=C/c2ccccc2)n1-c1ccccc1O
  21%	-23%	-8%	-10%	9%	?	-15%	-15%	-7%[0.501 µM]
#36 O=C1NC(=O)C(=Cc2ccc(N3CCN(C(=O)c4ccccc4)CC3)c([N+](=O)[O-])c2)C(=O)N1
  -10%	-15%	9%	4%	34%[activator]	?	?	8%	11µM*
#37 Cc1ccsc1C(=O)C1CCCN(CCO)C1 (configuration not stated)
  2%	-2%	-9%	7%	-6%	1%	-13%	5%	16%
#38 Cc1ccc(/C=C2\C(=O)NC(=O)N(CCc3ccc(F)cc3)C2=O)o1
  -11%	-31%	-14%	5%	?	-8%	-14%	3%	3.2µM*
#39 COc1ccc(-n2[nH]c3c4c(ncc3c2=O)CCCCC4)cc1
  .	-10%[60.1 µM]	.	2%	.	.	-4%	-12%	?
#40 NS(=O)(=O)c1ccc(N2CCNCC2)cc1
  -18%	-6%	-8%	-1%	-6%	-10%	0%	1%	24%

By substructure: the entries above containing a Cl atom (eight)
Each structure is followed by: POLB inh	POLK inh	POLH inh	BLM helicase inh	Pol iota inh	BAZ2B block	Anesthetic bind	APEX1 inh	G9a block
#3 CN1CCN(CC(=O)Nc2ccc(Cl)cc2C(=O)c2ccccc2)CC1
  37%	-11%	-15%	1%	2%	5%	-7%	14%	7%[59 µM]
#7 O[C@@H]1[C@@H]2O[P@@](O)(=S)OC[C@H]2O[C@H]1n1cnc2cc(Cl)c(Cl)cc21
  .	-12%[12 µM]	.	-13%	.	.	34%[activator]	-11%	.
#8 CC(=O)OC1N=C(c2ccccc2Cl)c2cc(Br)ccc2NC1=O (configuration not stated)
  16%	1%	-11%	-2%	44%[activator]	-6%	3%	15%	.
#14 CN(C)CCNC(=S)Nc1ccccc1Cl
  -14%	-16%	-15%	1%	195%[activator]	8%	-13%	11%	-10%[59 µM]
#17 Cc1nn(Cc2ccc(Cl)cc2Cl)c(Cl)c1C(=O)O
  9%	-10%	-3%	0%	-3%	1%	-15%	0%	0%
#27 Clc1ccc2nc3c(c(-c4ccccc4)c2c1)CNCC3
  5%	1%	-16%	-6%	22%	-10%	8%	3%	-16%[59 µM]
#30 CP(=O)(Nc1ccccc1)C(Cl)(Cl)Cl (configuration not stated)
  2%	6%	-3%	1%	3%	-18%	-17%	7%	15%
#32 N#Cc1cc2c(nc1SCC(=O)Nc1ccc(Cl)cc1)C1CCN2CC1
  14%	-4%	-3%	-5%	10%	4%	-9%	12%	-2%[59 µM]

Only part of the results is shown (hit frequency here may not be typical).
